# Compound activity: PubChem, National Center for Advancing Translational Sciences (NCATS)
# Sm TGR block – S. mansoni TGR enzyme inhibition; Potency, µM (highest dose often 114 µM), for inactives: at the highest dose activity change, negative = inhibition, actives largely listed as inhibitors; Q962Y6; 360,000 tested, 3% active; purified TGR, DTNB reduction, TNB absorbance 405 nm; AID 485364; note: potency is the fitted concentration of half-maximal effect; nearly all actives have a fitted effect of over 60% in size
#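 Kinetic colorimetric format: TGR-catalysed, NADPH-driven DTNB reduction monitored via TNB absorbance. Enzyme dispensed at 20 nM; compound exposure 15 min at room temperature before reaction start.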
# AmpC detergent – blocks E. coli AmpC beta-lactamase in detergent assay; P00811; AmpC hydrolysis of nitrocefin, absorbance 480 nm, 0.01% Triton; Potency, µM (doses to about 114 µM), for the others: top-dose activity change, negative = inhibition, most hits filed as inhibitors; 370,000 tested, 0.041% active;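 note: potency is the fitted concentration of half-maximal effect; 0% = no-compound wells and -100% = no-enzyme wells; nearly all actives have a fitted effect of over 25% in size; some results filed as inactive show a strong effect at the top dose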
# Target sequence (P00811 whole entry, looked up): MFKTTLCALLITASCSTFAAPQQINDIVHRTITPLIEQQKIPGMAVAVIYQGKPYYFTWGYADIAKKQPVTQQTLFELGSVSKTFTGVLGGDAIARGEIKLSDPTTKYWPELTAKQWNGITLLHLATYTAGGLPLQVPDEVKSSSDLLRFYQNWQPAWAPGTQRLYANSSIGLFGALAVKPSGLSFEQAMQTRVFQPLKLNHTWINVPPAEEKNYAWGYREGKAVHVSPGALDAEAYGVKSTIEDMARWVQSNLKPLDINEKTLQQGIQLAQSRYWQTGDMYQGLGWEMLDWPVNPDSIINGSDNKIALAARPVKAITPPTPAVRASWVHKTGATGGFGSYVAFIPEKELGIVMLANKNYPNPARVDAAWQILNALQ
#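 AmpC (5.3 nM in the dispensed reagent) in 20 mM phosphate pH 7.0 with 0.01% (detergent screen) or 0.0001% Triton X-100 was preincubated with compounds for 15 min at room temperature. Nitrocefin was then added from an 800 uM solution, and hydrolysis was followed at 480 nm.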
# AmpC no deterg – AmpC beta-lactamase inhibition without detergent | P00811 | AmpC nitrocefin hydrolysis, absorbance 480 nm, 0.0001% Triton | Potency, µM (series often up to 57.1 µM), inactives show at the top dose activity change, negative = inhibition, usual class: inhibitors | 330,000 tested, 0.52% active;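 note: potency is the fitted concentration of half-maximal effect; plate controls were no compound for no effect and no enzyme for full effect; nearly all actives have a fitted effect of over 20% in size; some results filed as inactive show a strong effect at the top dose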
#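 AmpC (5.3 nM in the dispensed reagent) in 20 mM phosphate pH 7.0 with 0.01% (detergent screen) or 0.0001% Triton X-100 was preincubated with compounds for 15 min at room temperature. Nitrocefin was then added from an 800 uM solution, and hydrolysis was followed at 480 nm.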
# HCMV antiviral – blocks human cytomegalovirus replication; activity change, negative = inhibition, % at 57.5 µM; HFF cells, HCMV-luciferase reporter, 72 h; hits give low values; 410,000 tested, 4.5% active; in the data active = activity change below about -60%; inconclusive = no clear call, values can overlap the other calls; inactive = above about -39%
#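 Two-dose cell screen: HFF monolayers treated with compounds and infected with luciferase-expressing HCMV at 1 PFU/cell, 72 h at 37C, then lysed for luciferase measurement.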
# FBPA Giardia inh – blocks Giardia fructose-bisphosphate aldolase activity. A8B2U2. purified Giardia FBPA. Potency, µM (titrated, usually from 59.6 µM), for inactives: top-dose activity, negative = inhibition, hits mostly inhibitors. 290,000 tested, 0.71% active. AID 2451; note: potency is the fitted concentration of half-maximal effect; nearly all actives have a fitted effect of over 55% in size
# Target sequence (A8B2U2 whole entry, looked up): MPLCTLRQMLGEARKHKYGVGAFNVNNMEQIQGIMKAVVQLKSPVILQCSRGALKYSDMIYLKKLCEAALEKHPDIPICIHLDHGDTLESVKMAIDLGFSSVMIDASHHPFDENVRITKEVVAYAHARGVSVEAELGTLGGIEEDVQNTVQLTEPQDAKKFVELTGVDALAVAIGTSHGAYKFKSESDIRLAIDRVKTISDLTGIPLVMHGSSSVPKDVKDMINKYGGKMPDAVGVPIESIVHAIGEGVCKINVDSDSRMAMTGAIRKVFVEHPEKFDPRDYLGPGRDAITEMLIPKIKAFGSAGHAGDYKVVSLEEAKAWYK
#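 Giardia FBPA (40 nM reagent) was preincubated 10 min at RT with compound (up to 57.5 uM final), then substrate plus GAPDH/TPI/NAD/arsenate coupling system with diaphorase/resazurin was added; resorufin fluorescence (525/598 nm) was read after 20 min.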
# AMA1-RON2 inh – disrupts binding of P. falciparum AMA1 to RON2; AlphaScreen AMA1-biotinylated RON2 peptide binding; Potency, µM (top dose mostly 58.2 µM), without a hit: top-dose activity change, negative = inhibition, actives largely listed as inhibitors; 360,000 tested, 0.2% active; AID 720542;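 note: potency is the fitted concentration of half-maximal effect; 0% = vehicle wells and -100% = peptide control; nearly all actives have a fitted effect of over 45% in size; some results filed as inactive show a strong effect at the top dose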
#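 AMA1 (3D7) with his tag at 25 nM final met compounds first, then biotinylated RON2 peptide at 25 nM; detection used donor plus acceptor beads, 10 µg/mL apiece, read by AlphaScreen after 30 min at room temperature.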
# * marks the source's active call; other numbers are inactive results; ? = inconclusive; . = not tested or not shown; [ ] = dose if it differs, or a comment. Unless noted, calls come from the whole dose curve; as a rule, active = well fitted curve in the direction sought with a large enough effect; inconclusive = small, poorly fitted or top-dose-only effect, or another doubt; inactive = no such curve, though single readings can be large; an effect the other way counts as inactive or inconclusive. Unless noted, % is set by controls: 0 for no effect and ±100 for the full control effect.
1	O=C(c1ccc(F)c(F)c1)N1CCC2(CC1)NCCc1[nH]cnc12
2	C=CC[n+]1cccc(-c2cc3ccc(C)cc3[nH]2)c1
3	COc1cc(-c2c(-c3ccsc3)sc3ccccc23)cc(OC)c1OC
4	CCOC(=O)C1=C(COC(=O)CSc2ccc(C)cc2C)NC(=O)NC1C (stereo unspecified)
5	Cc1ccc(Cn2ccc(=O)c(Cc3c(Cl)cccc3Cl)c2C)cc1
6	CCOc1ccc(N(CC(=O)NC2CCCC2)C(=O)Cn2nnc(-c3ccc(C)o3)n2)cc1
7	O=C(O)c1cccc2c1C(=O)N(c1ccccc1)C2
8	O=C(C1CCN(Cc2cc(Cl)ccc2O)CC1)N1CCN(Cc2ccccc2)CC1
Assay by compound,1,2,3,4,5,6,7,8
Sm TGR block,-2%,-4%,2%,-6%,9%,-21%,-9%,2%
AmpC detergent,-5%,0%,11%,0%,2%,?,-6%,?
AmpC no deterg,-24%,-11%,-4%,5%,57%,42%,-2%,144%[activator]
HCMV antiviral,-3,12,22,3,-6,-3,-5,-7
FBPA Giardia inh,.,3%,.,.,4%,-7%,-8%,-16%
AMA1-RON2 inh,0%,-3%,-3%,0%,-11%,-6%,-6%,-13%

9	Cc1cc(C)c2cc(C(O)c3nnnn3Cc3ccccc3)c(=O)[nH]c2c1 (stereo unspecified)
10	Cc1cc(NC(=O)c2ccc(NC(=O)CCS(=O)(=O)c3cccs3)cc2)ccc1Br
11	CC1=CS/C(=C(/C#N)C(=O)N2CCCCC2)N1c1ccccc1
12	COc1ccc(-n2nc(C(=O)NCC(=O)Nc3ccc(F)cc3)c3ccccc3c2=O)cc1
13	Cn1nccc1C(=O)Nc1ccn(C23CC4CC(CC(C4)C2)C3)n1
14	N#Cc1ccccc1CN1C(=O)NC2(CCCCCC2)C1=O
15	COC(=O)CNc1ccc2c(c1)OCO2
16	COc1ccc(NC(=O)C2CSC3c4ccccc4C(=O)N23)cc1 (stereo unspecified)
Assay by compound,9,10,11,12,13,14,15,16
Sm TGR block,0%,8%,-9%,-6%,-9%,6%,?,-9%
AmpC detergent,-18%,12%,-2%,-7%,-7%,-4%,4%,-9%
AmpC no deterg,-7%,.,-6%,-20%,-6%,-16%,-14%,-39%
HCMV antiviral,45,-27,-8,27,-81*,-19,4,-10
FBPA Giardia inh,-5%,.,-9%,11%,6%,18%,-27%,1%
AMA1-RON2 inh,5%,.,1%,-8%,11%,5%,-3%,-12%

# Only HCMV antiviral, Sm TGR block and FBPA Giardia inh (2 entries from above):
entry	SMILES	HCMV antiviral	Sm TGR block	FBPA Giardia inh
13	Cn1nccc1C(=O)Nc1ccn(C23CC4CC(CC(C4)C2)C3)n1	-81*	-9%	6%
16	COc1ccc(NC(=O)C2CSC3c4ccccc4C(=O)N23)cc1 (stereo unspecified)	-10	-9%	1%

# Next compounds:
17	COc1ccc(CN2CCN(CCC(C)C)C(CCO)C2)cc1Cn1cccn1 (stereo unspecified)
18	CCCOC(=O)NC(CC)COC(=O)Nc1cc(C)ccc1C (stereo unspecified)
19	COCCNC(=O)C1CC(c2cccc([N+](=O)[O-])c2)=NO1 (stereo unspecified)
20	Cc1sc(/C=C2\C(=O)ON=C2c2ccccc2)cc1Br
21	OCc1c[nH]c2ccccc12
22	CCOc1ccccc1Oc1cn[nH]c1-c1ccc(O)cc1O
23	O=C(c1ccc(NC2=NC3CS(=O)(=O)CC3S2)cc1)N1CCN(Cc2ccccc2)CC1 (stereo unspecified)
24	Cc1ccccc1OCc1nnc(SCC(=O)O)n1-c1cccc(Cl)c1
Assay by compound,17,18,19,20,21,22,23,24
Sm TGR block,.,4%,0%,-8%,?,7%,-3%,-11%
AmpC detergent,-1%,0%,-8%,-10%,?,-6%,-7%,3%
AmpC no deterg,-1%,-5%,-6%,-21%,-31%,-39%,1%,-14%
HCMV antiviral,-14,-32,7,.,-35,-78*,4,-10
FBPA Giardia inh,0%,0%,-1%,11%,5%,-17%,2%,13%
AMA1-RON2 inh,-5%,9%,0%,.,-6%,44%[activator],10%,9%

25	CCn1c(=O)c([N+](=O)[O-])c(NCC(O)c2ccccc2)c2ccccc21 (stereo unspecified)
26	O=C1C2CC=CCC2C(=O)N1CC1CCCO1 (stereo unspecified)
27	CC(C)Oc1ccc(CNC(=O)C2COc3ccccc3C2)cc1 (stereo unspecified)
28	Cc1ccc(S(=O)(=O)N(C)CCCC(=O)Nc2ccc(F)cc2)cc1
29	NC(=O)Cn1c(=O)n(CCc2ccccc2)c(=O)c2c3c(sc21)CCCC3
30	O=S(=O)(c1ccc(F)cc1)N1CN2CCN(C2)C1
31	O=S(=O)(NCc1nnc2ccccn12)c1ccc(Cl)cc1
32	O=C1c2oc3ccccc3c(=O)c2C(c2cccc(Br)c2)N1Cc1ccco1 (stereo unspecified)
Assay by compound,25,26,27,28,29,30,31,32
Sm TGR block,5%,-6%,0%,6%,-11%,63%[activator],-2%,-5%
AmpC detergent,-10%,?,-3%,?,2%,-4%,?,-2%
AmpC no deterg,-28%,-12%,.,-19%,20%,-13%,-12%,-14%
HCMV antiviral,33,-15,41,4,3,-8,0,-16
FBPA Giardia inh,2%,0%,.,1%,3%,14%,.,2%
AMA1-RON2 inh,6%[2.32 µM],-11%,.,-2%,-12%,55%[activator],17%[11.6 µM],0%

33	Fc1ccc(F)c(NC(=S)NCCc2ccccc2)c1
34	COc1cc(NS(=O)(=O)c2ccc3c(c2)CCCN3C(C)=O)cc(OC)c1OC
35	O=C(NNS(=O)(=O)c1ccccc1C(F)(F)F)c1cc2ncc(C(F)(F)F)cc2s1
36	CC(=O)NC(C)C12CC3CC(CC(CC(=O)O)(C3)C1)C2 (stereo unspecified)
37	COC(=O)c1ccccc1NC(=O)c1nc2nc(C)cc(C(F)F)n2n1
38	COc1ccc(/C(O)=C2/C(=O)C(=O)N(CCCN3CCOCC3)C2c2ccc(N(C)C)cc2)cc1 (stereo unspecified)
39	Cc1ncsc1CCOC(=O)C12CC3CC(CC(C3)C1)C2
40	O=c1oc(-c2cccs2)nc2ccc(Cl)cc12
Assay by compound,33,34,35,36,37,38,39,40
Sm TGR block,-16%,4%,10%,4%,-4%,-30%,17%,0%
AmpC detergent,?,3%,1%,-16%,?,?,-15%,-2%
AmpC no deterg,-23%[11.4 µM],.,-40%,-12%,-12%,-6%,25%,-29%
HCMV antiviral,-66*,-38,31,1,0,18,-13,-5
FBPA Giardia inh,0%,.,-8%,1%,3%,1%,2%,-4%
AMA1-RON2 inh,15%,.,31%[activator],10%,-13%,-2%,22%,-3%

41	CCC(CO)Oc1cc(NCc2ccc(Cl)cc2Cl)c2ncn(C(C)C)c2c1 (stereo unspecified)
42	CN(C)S(=O)(=O)c1cccc(-c2nnc3n2CCCCC3)c1
43	Nc1cc(-c2ccccc2)nn1S(=O)(=O)c1ccc(F)cc1
44	CCOc1cc(C2CC(=O)Nc3cc(C)c(C)cc32)ccc1O (stereo unspecified)
45	O=C(NCCn1cc(SCc2ccccc2)c2ccccc21)c1ccccc1F
46	COc1ccc2nc(NC(=O)CN(C)S(=O)(=O)c3cccs3)sc2c1
47	COc1ccc(NC(=O)NNC(=O)c2ccc3ccccc3c2)cc1OC
48	O=C1CCCC2C3CCCN4CCCC(CN12)C34 (stereo unspecified)
Assay by compound,41,42,43,44,45,46,47,48
Sm TGR block,.,-5%,-13%,0%,-9%,1%,-8%,2%
AmpC detergent,.,-4%,?,-10%,-8%,1%,-2%,0%
AmpC no deterg,23%,-3%,-33%,-20%,-26%,?,-14%,-9%
HCMV antiviral,9,13,?,-8,11,-72*,31,18
FBPA Giardia inh,.,0%,-7%,0%,-20%,-3%,.,-10%
AMA1-RON2 inh,?,-4%,-4%,2%,-4%,-4%,26%,-6%

49	O=[N+]([O-])c1c(NCCO)cc(N2CCN(Cc3ccc4c(c3)OCO4)CC2)c2nonc12
50	CCN(CC)S(=O)(=O)c1ccc(N2CCCCS2(=O)=O)cc1
51	COc1cccc(-c2nc(CS(=O)CC(=O)N3CCN(c4cccc(C(F)(F)F)c4)CC3)c(C)o2)c1 (stereo unspecified)
52	O=C(CNCC1CCCCC1)Nc1cccc(S(=O)(=O)N2CCOCC2)c1
53	COc1cccc(CNC(=O)CCC2CCCN(C(=O)c3cc(C)[nH]n3)C2)c1 (stereo unspecified)
54	Cc1ccc(Sc2ccc(C(=O)N(C)C)cc2[N+](=O)[O-])cc1
55	COc1ccc(S(=O)(=O)N2CCC(C(=O)Nc3ccc(Oc4ccccc4)cc3)CC2)cc1OC
56	CCc1ccc(NC(=O)COn2nnc3ccc(S(=O)(=O)N(C)C)cc32)cc1
Assay by compound,49,50,51,52,53,54,55,56
Sm TGR block,-7%,3%,?,2%,0%,.,2%,-20%
AmpC detergent,-12%,2%,4%,3%,4%,1%,7%,-4%
AmpC no deterg,3%,.,.,-9%,18%,77%[activator],.,-8%
HCMV antiviral,-5,24,?,-6,-6,-23,-13,-35
FBPA Giardia inh,-15%,.,.,?,1%,5%,.,-8%
AMA1-RON2 inh,-7%[2.32 µM],.,.,-7%,-1%,-15%,.,-12%

# Some of the entries so far, as labelled records:
[34] COc1cc(NS(=O)(=O)c2ccc3c(c2)CCCN3C(C)=O)cc(OC)c1OC
  Sm TGR block: 4% | AmpC detergent: 3% | AmpC no deterg: . | HCMV antiviral: -38 | FBPA Giardia inh: . | AMA1-RON2 inh: .

[53] COc1cccc(CNC(=O)CCC2CCCN(C(=O)c3cc(C)[nH]n3)C2)c1 (stereo unspecified)
  Sm TGR block: 0% | AmpC detergent: 4% | AmpC no deterg: 18% | HCMV antiviral: -6 | FBPA Giardia inh: 1% | AMA1-RON2 inh: -1%

[1] O=C(c1ccc(F)c(F)c1)N1CCC2(CC1)NCCc1[nH]cnc12
  Sm TGR block: -2% | AmpC detergent: -5% | AmpC no deterg: -24% | HCMV antiviral: -3 | FBPA Giardia inh: . | AMA1-RON2 inh: 0%

[55] COc1ccc(S(=O)(=O)N2CCC(C(=O)Nc3ccc(Oc4ccccc4)cc3)CC2)cc1OC
  Sm TGR block: 2% | AmpC detergent: 7% | AmpC no deterg: . | HCMV antiviral: -13 | FBPA Giardia inh: . | AMA1-RON2 inh: .

# (cont.)
57	O=C(Nc1ccc(Oc2cccc(C(F)(F)F)c2)nc1)c1cccs1
58	CCN1CCN(C(CNC(=O)c2ccc3c(c2)OCO3)c2cccnc2)CC1 (stereo unspecified)
59	CC(=O)N(CCCNC(=O)c1ccccc1)C(=O)c1ccccc1
60	COC(=O)c1ccc(C)c(NC(=O)Cn2c(C)csc2=O)c1
61	O=C(CN1CCN(C(=O)c2ccccc2)CC1)Nc1ncc(Br)cc1Br
Assay by compound,57,58,59,60,61
Sm TGR block,11%,-7%,-10%,.,-28%
AmpC detergent,-7%,-6%,-14%,.,0%
AmpC no deterg,-36%,-18%,-3%,-2%,14%
HCMV antiviral,-61*,43,-11,0,-13
FBPA Giardia inh,-19%,6%,.,.,-2%
AMA1-RON2 inh,5%,-1%,42%[activator],-8%,7%
